# AMA1-RON2 inh – inhibitors of Plasmodium falciparum AMA1-RON2 interaction | AlphaScreen AMA1-biotinylated RON2 peptide binding | Potency, µM (doses to about 58.2 µM), without a hit: at the top dose activity change, negative = inhibition, most hits filed as inhibitors | hit rate 0.2% among 360,000 | AID 720542;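 further: potency means the concentration at half of the fitted maximal effect; 0% = vehicle wells and -100% = peptide control; nearly all actives have a fitted effect of over 45% in size; some results filed as inactive show a strong effect at the top dose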
#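 AMA1 (3D7) with his tag at 25 nM final met compounds first, then biotinylated RON2 peptide at 25 nM; detection used donor plus acceptor beads, 10 µg/mL apiece, read by AlphaScreen after 30 min at room temperature.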
# FBPA Giardia inh – blocks Giardia fructose-bisphosphate aldolase activity; A8B2U2; purified Giardia FBPA; Potency, µM (doses to about 59.6 µM), for the others: at the highest dose activity, negative = inhibition, hits mostly inhibitors; hit rate 0.71% among 290,000; AID 2451; further: potency means the concentration at half of the fitted maximal effect; nearly all actives have a fitted effect of over 55% in size
# Target sequence (A8B2U2 whole entry, looked up): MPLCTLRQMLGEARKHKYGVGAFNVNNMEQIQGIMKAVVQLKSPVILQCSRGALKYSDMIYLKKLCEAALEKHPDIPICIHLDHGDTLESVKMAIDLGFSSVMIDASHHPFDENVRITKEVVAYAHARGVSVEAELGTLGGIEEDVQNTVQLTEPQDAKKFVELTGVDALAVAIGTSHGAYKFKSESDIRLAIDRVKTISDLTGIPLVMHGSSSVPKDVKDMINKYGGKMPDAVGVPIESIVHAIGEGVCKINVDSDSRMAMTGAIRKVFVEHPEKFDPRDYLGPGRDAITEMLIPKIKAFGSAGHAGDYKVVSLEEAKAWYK
#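 40 nM FBPA preincubated 10 min at RT with compound (up to 57.5 uM final), then substrate plus GAPDH/TPI/NAD/arsenate coupling and diaphorase/resazurin added. Fluorescence read after 20 min at RT, 525/598 nm.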
# HCMV inh – human cytomegalovirus inhibition | hit rate 4.5% among 410,000 | activity change, negative = inhibition, % at 57.5 µM | HFF cells, HCMV-luciferase reporter, 72 h; active compounds read low | AID 1259415; in the data active means activity change below about -60%; inconclusive means no clear call, values can overlap the other calls; inactive means above about -39%
#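 Compounds were evaluated in HFFs infected with an HCMV luciferase reporter virus (MOI 1 PFU/cell). Luciferase in lysates collected 72 h post infection served as the replication measure.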
# AmpC inh no detg – blocks E. coli AmpC beta-lactamase in detergent-free assay. P00811. AmpC nitrocefin hydrolysis, absorbance 480 nm, 0.0001% Triton. Potency, µM (series often up to 57.1 µM), inactives show at the top dose activity change, negative = inhibition, hits mostly inhibitors. hit rate 0.52% among 330,000. AID 485341;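 further: potency means the concentration at half of the fitted maximal effect; plate controls were no compound for no effect and no enzyme for full effect; nearly all actives have a fitted effect of over 20% in size; some results filed as inactive show a strong effect at the top dose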
# Target sequence (P00811 whole entry, looked up): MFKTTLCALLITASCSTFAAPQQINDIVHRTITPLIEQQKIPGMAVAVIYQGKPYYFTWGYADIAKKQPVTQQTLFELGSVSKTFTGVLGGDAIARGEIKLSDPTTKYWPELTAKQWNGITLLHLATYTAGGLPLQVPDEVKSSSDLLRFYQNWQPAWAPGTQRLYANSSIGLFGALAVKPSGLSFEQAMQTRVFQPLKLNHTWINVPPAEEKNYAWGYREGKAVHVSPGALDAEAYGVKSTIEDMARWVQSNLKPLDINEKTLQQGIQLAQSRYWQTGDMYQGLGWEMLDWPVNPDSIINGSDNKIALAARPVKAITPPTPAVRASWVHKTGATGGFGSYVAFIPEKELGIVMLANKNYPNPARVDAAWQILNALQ
#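 20 mM phosphate pH 7.0 + 0.01% (detergent screen) or 0.0001% Triton X-100; 5.3 nM AmpC reagent; cpd preinc 15 min RT; nitrocefin (800 uM stock) to start; A480 q20 s × 4 min; Activity was normalised to no-enzyme and no-compound control wells.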
# Sm TGR inh – blocks Schistosoma mansoni thioredoxin glutathione reductase. purified TGR, DTNB reduction, TNB absorbance 405 nm. AID 485364. hit rate 3% among 360,000. Potency, µM (series often up to 114 µM), inactives show at the highest dose activity change, negative = inhibition, hits mostly inhibitors; further: potency means the concentration at half of the fitted maximal effect; nearly all actives have a fitted effect of over 60% in size
#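 TGR 20 nM + NADPH 100 uM (dispensed conc.), cpd preinc 15 min RT; start with NADPH (500 uM addition) then DTNB (15 mM addition). Kinetic TNB absorbance, 405 nm filter. Four-parameter Hill fit across titration.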
# AmpC inh detg – AmpC beta-lactamase inhibition with detergent present; hit rate 0.041% among 370,000; Potency, µM (doses to about 114 µM), without a hit: at the top dose activity change, negative = inhibition, actives largely listed as inhibitors; AmpC hydrolysis of nitrocefin, absorbance 480 nm, 0.01% Triton; P00811;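 further: potency means the concentration at half of the fitted maximal effect; 0% = no-compound wells and -100% = no-enzyme wells; nearly all actives have a fitted effect of over 25% in size; some results filed as inactive show a strong effect at the top dose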
#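 AmpC (5.3 nM in the dispensed reagent) in 20 mM phosphate pH 7.0 with 0.01% (detergent screen) or 0.0001% Triton X-100 was preincubated with compounds for 15 min at room temperature. Nitrocefin was then added from an 800 uM solution, and hydrolysis was followed at 480 nm.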
# Active calls of the source: *; ? = inconclusive; · = no result given; [ ] = remark or other dose. Unless noted, the call rests on the fitted dose curve; in most records, active means well fitted curve in the direction sought with a large enough effect; inconclusive means small, poorly fitted or top-dose-only effect, or another doubt; inactive means no such curve, though single readings can be large; an effect the other way counts as inactive or inconclusive. Unless noted, on the % scale 0 is the no-effect control and ±100 the full control effect.
SMILES,AMA1-RON2 inh,FBPA Giardia inh,HCMV inh,AmpC inh no detg,Sm TGR inh,AmpC inh detg
COC(=O)c1cccc(COC(=O)c2cccnc2SC)c1,20%,-1%,72,-13%,5%,-3%
Cc1ccc(C(=O)CN(C(=O)c2ccc(Cl)c(Cl)c2)N2C(=O)C3CCCCC3C2=O)cc1 (stereo not drawn),0%,2%,19,-28%,-19%,-6%
Cc1cc(=O)c2cc(C(=O)Nc3cccc(C)c3C)ccc2[nH]1,·,·,-7,·,-1%,-5%
O=C(NCCCN1CCOCC1)c1sc2cc([N+](=O)[O-])ccc2c1Cl,6%,2.5µM*,16,-30%,-20%,?
COc1ccc(NC(=O)CC2C(=O)N(c3ccc(C)cc3)C(=O)N2C2CCCC2)cc1 (stereo not drawn),·,·,0,·,4%,7%
Cn1ncc2c(Nc3cc(Cl)cc(Cl)c3)ncnc21,-4%,-2%,-18,8%,5%,-7%
CNS(=O)(=O)c1cc(C(=O)O)ccc1OC,4%,-5%,-11,1%,·,2%
COc1ccc(C(=O)Nc2ccccc2-c2nc3ccccc3s2)cc1OC,·,·,-23,·,1%,1%
CC(C)CCNC(=O)c1ccc2c(c1)ncn2C1CCCCC1,-3%,0%,37,-3%,13%,1%
O=C(COC(=O)c1ccccc1NC(=O)c1ccco1)NCc1ccc2c(c1)OCO2,-4%,15%,64,-20%,1%,?
C=CCn1c(SCC(=O)N(CC)C2CCS(=O)(=O)C2)nnc1-c1ccccc1 (stereo not drawn),108%[activator],·,-14,1%,-9%,?
COc1ccc(OCCNC(=O)C(c2ccccc2)c2ccccc2)cc1,2%,-10%,-18,-30%,-9%,-11%
CCOc1ccc(S(=O)(=O)N2CCC(C(=O)NCc3ccccn3)CC2)cc1C,-6%,11%,-25,88%[activator],-8%,-9%
Cc1cccc(C)c1NC(=O)CNC(=O)c1c(-c2ccccc2)noc1C,4%,·,0,-7%,0%,-9%
O=C(Nc1ccccc1F)C1CCCN(S(=O)(=O)c2ccccc2)C1 (stereo not drawn),1%,0%,-38,-14%,1%,?
N#Cc1c2n(c3c(=O)n(Cc4ccccc4)cnc13)CCCC2,-9%,1%,16,-10%,3%,2%
O=[N+]([O-])c1ccccc1OC/C(=N\O)c1ccccc1,-1%,3%,23,-34%,-19%,-13%
O=C(NC1CCCC1)C(c1ccccn1)N(C(=O)c1csnn1)c1ccccc1F (stereo not drawn),19%,3%,-23,-1%,-4%,-3%
Cc1ccccc1C(O)(Cc1ccccc1)C1CN2CCC1CC2 (stereo not drawn),37%[activator],-4%,-19,3%,-14%,-9%
CCOC(=O)c1cccc(-[n+]2c(-c3ccccc3)cc(-c3ccccc3)cc2-c2ccccc2)c1,9%,·,-99*,27%,-1%,?
Cc1cc(Cl)ccc1OCCCC(=O)N1CCN(S(=O)(=O)c2ccccc2)CC1,-3%,·,-37,76%[activator],2%,-15%
CC(Sc1nnc(Cc2cccs2)n1C1CC1)C(=O)NC1CCS(=O)(=O)C1 (stereo not drawn),-6%,·,2,-19%,-3%,0%
CCOC(=O)c1ccc(NC(=O)CN2C(=O)C(=O)N(CC(C)C)C2=O)cc1,-6%,1%,67,-3%,-1%,?
N#C/C(=C/c1cccc(O)c1)C(=O)NCc1ccc(Cl)cc1,3%,-7%,27,20µM*,-1%,-2%
CN1C(=O)/C(=C/c2ccc(OC(=O)c3ccco3)cc2)SC1=S,0%,3%,-7,-12%,5%,3%
Cc1ccc2c(=O)c(C(=O)c3cccc(Cl)c3)cn(CC(=O)NCc3ccc(F)cc3)c2n1,·,·,4,·,5%,7%
O=C(NCCc1ccc(Cl)cc1)C1CCC(=O)N(C2CCCCCC2)C1 (stereo not drawn),-4%,-2%,-61*,159%[activator],-11%,7%
COc1ccc(-c2c(C(=O)O)nc3ccccc3c2C(=O)O)cc1,-1%,?,-12,-14%,2%,-12%
COc1cccc(CN(C)C(=O)c2ccc(S(=O)(=O)N3CCCC3)cc2)c1OC,5%,1%,13,47%,-7%,?
CCOC(=O)c1c(N/N=C/c2cccnc2)n[nH]c1C,9%,0%,50,-14%,21%,5%
COc1ccc(CN(C(=O)c2cc(=O)c3ccccc3o2)C2CCS(=O)(=O)C2)cc1 (stereo not drawn),-5%,10%,-6,26%,-1%,-7%
Cc1ccc(NC(=O)Cc2cc(C(=O)O)c3ccccc3n2)c(C)c1,2%,-12%,?,-33%,·,6%
COc1ccc(CCN(Cc2cccs2)S(=O)(=O)c2ccc(S(=O)(=O)N(C)C3CCCCC3)cc2)cc1OC,-1%,6%,?,-20%,-4%,-2%
Cc1ccc(-c2nnc(SCC(=O)N3CCCC3)o2)cc1,3%,-1%,-13,-12%,1%,-10%
O=S(=O)(Nc1ccccc1F)c1ccc2nsnc2c1,10%,-1%,-4,-11%,-26%,6%
COc1ccc2cc(CCNC(=O)c3c(-c4ccccc4Cl)noc3C)c(=O)[nH]c2c1,2%,14%,6,21%,0%,?
COc1ccc2[nH]c(C(O)(Cc3cccnc3)Cc3cccnc3)cc2c1,-19%,14%,-15,-36%,-8%,-3%
O=C(c1ccccc1)c1ccc2nc(N3CCN(C(=O)c4ccco4)CC3)c3nncn3c2c1,0%,1%,64,10%,45µM*,-8%
CC(NC(=S)NNS(=O)(=O)c1ccc(C(C)(C)C)cc1)c1ccccc1 (stereo not drawn),61%[activator],-2%,-33,-57%,-3%,1%
CCc1ccc(CN2C(=O)c3ccccc3C2C(=O)NC2CCCCCC2)cc1 (stereo not drawn),·,·,-12,·,-9%,16%
CCOC(=O)C1=CN(Cc2cccc(F)c2)S(=O)(=O)N(C)C1CCc1ccccc1 (stereo not drawn),11%,·,-39,-28%,·,·
COc1ccc(CNC(=O)CN(c2ccccc2OC)S(=O)(=O)c2cccs2)cc1,14%,·,?,-27%,·,·
CC1c2cc3c(cc2CCN1CC(=O)Nc1ccccc1)OCCCO3 (stereo not drawn),10%,-7%,-18,66%,?,-12%
Cc1ccc(C(OC(=O)c2ccco2)C(=O)NC2CCCCC2)cc1 (stereo not drawn),-19%,7%,-98*,28%,0%,-8%
CC1CN(C(=O)Nc2ccc(C(=O)NCCc3ccccc3)cc2)c2ccccc2S1 (stereo not drawn),·,·,63,·,-5%,-3%
O=C(Cc1cccs1)Nc1cccc(C(=O)Nc2ccc(C(=O)O)cc2)c1,-14%,-3%,8,-8%,·,7%
Cc1ccccc1NC(=O)CC(C)S(=O)(=O)c1ccc2c(c1)NC(=O)CO2 (stereo not drawn),0%,·,-31,-11%,-6%,-5%
Cc1c(N(C)CS(=O)(=O)O)c(=O)n(-c2ccccc2)n1C,12%,6%,?,-7%,-5%,-11%
O=C(/C=C/c1cccc([N+](=O)[O-])c1)NCCN1CCOCC1,0%,1%,51,-5%,-27%,-4%
O=S(=O)(c1ccccc1)c1cccc(S(=O)(=O)N2CCCCC2)c1,5%,14%,-30,19%,0%,6%
Cc1nn(CC(=O)Nc2cccc(S(N)(=O)=O)c2)c(C)c1[N+](=O)[O-],6%[11.6 µM],-1%,90,-17%,-2%,-2%
Cc1ccc(CNc2c(C)c(C)nc3nncn23)cc1,·,·,-25,·,1%,15%
COc1ccc(Nc2nc(N)c([N+](=O)[O-])c(NCc3ccccc3)n2)cc1,-27%,-3%,?,-48%,32%,5%
Cc1ccc(C)c(NC(=S)NCC(c2cccnc2)N2CCOCC2)c1 (stereo not drawn),-13%[2.32 µM],5%,-7,-2%,-1%,0%
CNc1ccccc(-c2ccc3ccccc3n2)c1=O,-23%,?,125,-16%,-12%,-4%
CCc1ccccc1-n1cnc2cc(C(=O)NC3CCCCCC3)ccc21,·,·,0,·,1%,3%
CCOC(=O)c1ccc(CN(Cc2ccc(F)cc2)S(=O)(=O)c2ccc(F)c(C(=O)Nc3cc(Cl)ccc3OC)c2)cc1,·,·,-38,·,-3%,2%
CSc1ncccc1C(=O)Nc1nc2ccc(Oc3ccccc3)cc2s1,-6%,0%,-13,-39%,-1%,0%
COc1cccc(OCCCCN2CCCCC2)c1,-10%,-12%,25,-18%,-18%,-11%
COCCOC(=O)C1=C(C)NC(=O)NC1c1cccc(F)c1 (stereo not drawn),-4%,8%,23,-7%,6%,0%

# Later entries
SMILES,AMA1-RON2 inh,FBPA Giardia inh,HCMV inh,AmpC inh no detg,Sm TGR inh,AmpC inh detg
CC(=O)Nc1ccccc1NC(=O)c1ccccc1,-8%,1%,5,-8%,·,8%
Cc1cc(=O)oc(C)c1C(=O)OCC(=O)c1ccccc1,-10%,0%,25,6%,0%,-8%
O=C(Nc1ccccc1C(=O)O)c1cc(S(=O)(=O)NCc2ccccc2)ccc1Cl,1%,-8%,-9,-34%,-5%,-11%
Cc1nnc(SCC2=C(C(=O)O)N3C(=O)C(NC(=O)Cc4ccccc4)C3SC2)s1 (stereo not drawn),19%,·,0,-32%,13µM*,-5%
CCOc1ccc(Cl)cc1CNCCNCCO,66%[activator],1%,16,-2%,-1%,-6%
COC(=O)c1ccc(OCCOCCOc2cccc3ccc(C)nc23)cc1,0%,-3%,-11,130%[activator],3%,?
Clc1ccc(-c2nnc(-c3ccccc3)o2)c(Cl)c1,2%,5%,81,-31%,0%,-8%
CCCCC(=O)N(c1ccc(OCC)cc1)C1C=CS(=O)(=O)C1 (stereo not drawn),-1%,0%,-6,1%,0%,-13%
O=C(Nc1ccccc1C(=O)O)c1ccc2c(c1)C(=O)N(c1cccc([N+](=O)[O-])c1)C2=O,-3%,6%,-26,-31%,-10%,-11%
COc1cccc(-c2nc3ccc(C(=O)NC(C)Cc4cccnc4)cc3o2)c1 (stereo not drawn),2%,5%,254,96%[activator],2%,-11%
CCOc1ccccc1NC(=O)/C=C/C(N)=O,8%,-7%,9,-16%,4µM*,-4%
Cc1cccc(CN2CCN(Cc3cccc4nonc34)CC2CCO)n1 (stereo not drawn),2%,0%,-17,-6%,-7%,-1%
Cc1ccc(N)c(C(=O)c2ccccc2)c1,-30%,-1%,-16,-26%,-17%,3%
O=C(NC(=S)N(CC1CCC1)CC1CCCO1)c1cccc([N+](=O)[O-])c1 (stereo not drawn),63%[activator],-1%,-25,-11%,-12%,-2%

# Shown tab-delimited: entries from further up
SMILES	AMA1-RON2 inh	FBPA Giardia inh	HCMV inh	AmpC inh no detg	Sm TGR inh	AmpC inh detg
COC(=O)c1ccc(OCCOCCOc2cccc3ccc(C)nc23)cc1	0%	-3%	-11	130%[activator]	3%	?
Clc1ccc(-c2nnc(-c3ccccc3)o2)c(Cl)c1	2%	5%	81	-31%	0%	-8%
CCCCC(=O)N(c1ccc(OCC)cc1)C1C=CS(=O)(=O)C1 (stereo not drawn)	-1%	0%	-6	1%	0%	-13%
O=C(Nc1ccccc1C(=O)O)c1ccc2c(c1)C(=O)N(c1cccc([N+](=O)[O-])c1)C2=O	-3%	6%	-26	-31%	-10%	-11%

# From PubChem
